BAP1 inh: inhibitors of BAP1 deubiquitinase, primary screen, biochemical, Ub-AMC fluorescence, kinetic. Ubiquitin carboxyl-terminal hydrolase BAP1 (Homo sapiens), Q92560. recombinant BAP1, Ub-AMC hydrolysis fluorescence kinetic; hits give low values. 72,000 tested, 0.48% active. AID 436, 2006. activity remaining (% of control), % at 20 µM;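 active = activity remaining at or below 50% of control, provided the compound also passes the data quality filters; inactive = the rest, including low values that fail the filters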;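 also: 100% = DMSO wells rate and 0% = substrate alone blank rate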
Target sequence (Q92560 whole entry, looked up): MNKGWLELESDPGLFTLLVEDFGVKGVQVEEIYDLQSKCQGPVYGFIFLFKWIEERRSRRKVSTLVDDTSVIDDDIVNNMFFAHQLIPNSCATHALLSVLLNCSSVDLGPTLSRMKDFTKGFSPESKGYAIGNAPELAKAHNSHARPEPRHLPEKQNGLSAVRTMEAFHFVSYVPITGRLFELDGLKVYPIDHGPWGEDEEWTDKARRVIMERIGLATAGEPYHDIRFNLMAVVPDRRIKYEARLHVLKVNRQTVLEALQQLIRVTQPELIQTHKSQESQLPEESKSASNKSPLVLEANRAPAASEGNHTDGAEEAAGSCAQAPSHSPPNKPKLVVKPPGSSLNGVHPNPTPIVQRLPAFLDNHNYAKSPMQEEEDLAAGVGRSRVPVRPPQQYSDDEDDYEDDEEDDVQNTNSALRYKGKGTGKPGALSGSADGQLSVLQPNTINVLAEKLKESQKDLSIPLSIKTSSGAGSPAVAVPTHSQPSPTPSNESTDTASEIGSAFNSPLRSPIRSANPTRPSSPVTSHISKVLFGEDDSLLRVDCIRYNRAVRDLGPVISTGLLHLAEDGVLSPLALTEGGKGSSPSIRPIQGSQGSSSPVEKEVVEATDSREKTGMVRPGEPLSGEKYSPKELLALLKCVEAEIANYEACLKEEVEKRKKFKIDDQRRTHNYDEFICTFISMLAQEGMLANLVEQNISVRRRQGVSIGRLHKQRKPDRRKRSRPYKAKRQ
HePTP inhibitor: inhibitors of human HePTP phosphatase, primary screen, biochemical, absorbance, leukemia target | Tyrosine-protein phosphatase non-receptor type 7 (Homo sapiens), P35236 | recombinant HePTP phosphatase activity, OD absorbance | inhibition, % at 20 µM | 110,000 tested, 0.64% active | AID 521, 2006; in the data active = inhibition above about 50%;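 also: plate controls were vehicle for no effect and reference inhibitor for full effect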
Target sequence (P35236 whole entry, looked up): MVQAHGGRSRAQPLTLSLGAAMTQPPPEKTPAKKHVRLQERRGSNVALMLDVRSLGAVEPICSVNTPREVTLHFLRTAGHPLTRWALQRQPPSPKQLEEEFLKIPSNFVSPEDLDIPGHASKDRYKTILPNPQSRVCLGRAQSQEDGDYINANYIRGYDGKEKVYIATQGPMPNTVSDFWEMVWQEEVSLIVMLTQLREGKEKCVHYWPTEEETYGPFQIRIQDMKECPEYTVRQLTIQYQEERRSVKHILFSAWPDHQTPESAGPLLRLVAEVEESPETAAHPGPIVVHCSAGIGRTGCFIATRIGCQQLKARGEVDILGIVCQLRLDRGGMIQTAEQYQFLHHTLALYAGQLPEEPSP
* marks the source's active call; other numbers are inactive results; . = no result given; & = joins results of further samples. This is a random part of the collection. About 0.83% of those tested had a hit in this group.

A first look:
SMILES	BAP1 inh	HePTP inhibitor
Cc1c(C(=O)Nc2ccc(S(=O)(=O)Nc3nccs3)cc2)cccc1[N+](=O)[O-]	.	-28
O=S(=O)(NC1=NCCCCC1)c1cccs1	.	1

The whole of this part, repeating the preview:
SMILES	BAP1 inh	HePTP inhibitor
Cc1c(C(=O)Nc2ccc(S(=O)(=O)Nc3nccs3)cc2)cccc1[N+](=O)[O-]	.	-28
O=S(=O)(NC1=NCCCCC1)c1cccs1	.	1
CC(=O)Nc1ccc(NC(=O)c2c(Cl)cccc2Cl)cc1	.	-4
CCN(CC)CCCNC(=O)c1cc2c(=O)n(C)c3ccccc3c2n1C	107	-2
CCOC(=O)N1CCN(C(=O)c2oc3ccc(S(=O)(=O)N4CCCCCC4)cc3c2C)CC1	.	10
O=C1CC(Nc2ccc(F)cc2)C(=O)N1c1ccc(Br)cc1 (configuration not stated)	.	7
CC(C)(C)c1ccc(/C=C/C(=O)n2cccn2)cc1	.	9
Cc1ccc(-c2cc(OC(=O)c3ccccc3)cc3sc(=O)oc23)cc1	.	9
CCCc1cc(C(=O)OC)c(NC(=O)c2cccc(OC(C)C)c2)s1	.	1
O=C(CN(c1cccc(Cl)c1)S(=O)(=O)c1ccccc1)NCc1ccncc1	.	3
COc1ccc(N2C(=O)c3ccccc3NC2c2ccc(OC)c(COc3ccc(NC(C)=O)cc3)c2)cc1 (configuration not stated)	.	-2
Nc1nonc1-c1nc2ccccc2n1Cc1ccc(Cl)cc1	74	2&6
Cc1nn(-c2nc3ccccc3[nH]2)c(N)c1-c1ccccc1	67	-9
CCOC(=O)c1ccc(N2C(=O)c3n[nH]c(C)c3C2c2ccccc2)cc1 (configuration not stated)	79	-5
CC1C(C#N)=C(N)OC2=C1C(=O)CC(C)(C)C2 (configuration not stated)	94	9
CN(C)C(=O)CN1C(=O)C2CCCCN2C(=O)c2ccccc21 (configuration not stated)	88	3
COC(=O)c1ccccc1NC(=O)N1c2ccccc2CC1C (configuration not stated)	89	-10
CCc1c(C)sc(NC(=O)c2cc(-c3ccco3)on2)c1C#N	91	4
Cc1ccc(Oc2cccc(N3C(=O)c4cccc([N+](=O)[O-])c4C3=O)c2)cc1C	69	.
Cn1c(=O)n(CC(=O)N2CCOCC2)c2ccccc21	108	.
Cn1c(=O)n(C)c2cc(/C=C(\C#N)c3nn(-c4ccccc4)c(N)c3C#N)ccc21	.	-2
O=C1NC(=O)/C(=C\c2ccc(O)c(Cl)c2)N1	.	-2
Cc1nc2cc(N=Cc3c[nH]c4ccccc34)ccc2n1C	.	2
Cc1ccccc1-n1nnnc1-c1ccccc1	90	8
CCc1nc(SCC(=O)Nc2cc(C)on2)c2c(C)c(C)sc2n1	111	8
Cc1ccc2c(c1)N(CC(=O)c1cccc(Cl)c1)C(=O)C(C)O2 (configuration not stated)	94	1
COc1ccc2cc(C(c3nnnn3Cc3ccc(F)cc3)N3CCCCCC3)c(=O)[nH]c2c1 (configuration not stated)	.	-20
O=C(N/N=C/c1ccccc1)c1cc(=O)[nH]c2ccccc12	.	-6
Cc1cc(OCC(=O)Nc2ccc(S(=O)(=O)N3CCN(C)CC3)cc2)cc(C)c1Cl	149	-1
CCOc1ccc(CCNC(=O)C2CCCN(c3nn4c(=O)cc(C)nc4s3)C2)cc1OCC (configuration not stated)	90	5
CCC1CCCCN1c1nc(-c2cccc(OC)c2O)nc2ccccc12 (configuration not stated)	.	6
Cc1ccc(-c2nnn(CC(=O)N(c3cccc(F)c3)C(C(=O)NC3CCCC3)c3ccco3)n2)o1 (configuration not stated)	57	5
O=C(Cc1ccc([N+](=O)[O-])cc1)NCc1ccccn1	109	5
COc1ccccc1/C=N/NC(=O)CSc1nc2ccccc2n1Cc1ccccc1	.	-7
COc1ccc(Nc2oc(-c3cccs3)nc2C#N)cc1	87	-4
Cc1ccc(-c2nn(-c3cc(N4CCN(C)CC4)ccc3[N+](=O)[O-])c(=O)c3ccccc23)cc1C	.	1
O=[N+]([O-])c1cccc(-c2ncnn2-c2ccccc2)c1	.	-5
Cc1ccc(NC(=O)c2ccccc2F)c([N+](=O)[O-])c1	69	.
COC(=O)C(C)Sc1nnc(Cc2cc(=O)[nH]c(=O)[nH]2)n1-c1ccc(Cl)cc1 (configuration not stated)	99	-1
CCN(CC)CCOc1ccc([N+](=O)[O-])cc1	.	4

Arranged by length of the SMILES (ascending): 6 of the compounds above.
SMILES	BAP1 inh	HePTP inhibitor
Cn1c(=O)n(CC(=O)N2CCOCC2)c2ccccc21	108	.
CC(=O)Nc1ccc(NC(=O)c2c(Cl)cccc2Cl)cc1	.	-4
Cc1ccc2c(c1)N(CC(=O)c1cccc(Cl)c1)C(=O)C(C)O2 (configuration not stated)	94	1
CCOC(=O)c1ccc(N2C(=O)c3n[nH]c(C)c3C2c2ccccc2)cc1 (configuration not stated)	79	-5
COc1ccc2cc(C(c3nnnn3Cc3ccc(F)cc3)N3CCCCCC3)c(=O)[nH]c2c1 (configuration not stated)	.	-20
COC(=O)C(C)Sc1nnc(Cc2cc(=O)[nH]c(=O)[nH]2)n1-c1ccc(Cl)cc1 (configuration not stated)	99	-1

The list continues:
SMILES	BAP1 inh	HePTP inhibitor
O=C(CCN1C(=O)/C(=C/c2ccccc2)SC1=S)NNC(=O)c1ccccc1Br	.	9
Cc1cccc(NC(=O)CSc2nccn2C)c1C	.	-8
CSc1nnnn1CCn1nnnc1SC	96	-2
CCOc1ccc(NCCC(=O)c2ccc3c(c2)OCO3)cc1	107	12
O=C(Nc1cccc(Cl)c1)C1CCCN(S(=O)(=O)c2cnc[nH]2)C1 (configuration not stated)	92	4
COc1ccc(S(=O)(=O)N2CCC(n3cnc4cc(C(F)(F)F)ccc43)CC2)cc1	59	-6
Nc1cc(-c2ccc(Br)cc2)nn1Cc1ccc(Cl)cc1	.	4
Cc1cc(-n2c(C)cc(C(=O)CN3C(=O)NC4(CCCCC4C)C3=O)c2C)no1 (configuration not stated)	96	7
O=C1CCCC2=C1C1(CCCC1)N=C(Nc1nc3ccccc3o1)N2	222	-4
COc1ccc(C)cc1C(=O)C1CC(C(=O)O)C(C)(C)C1C (configuration not stated)	99	12
COc1ccccc1N1CCN(CCc2n[nH]c(=S)n2-c2ccccc2)CC1	100	7
CC(Cc1ccccc1)NC(=S)Nc1ccccc1 (configuration not stated)	.	-5
COc1ccc(CN=Cc2c(O)n(-c3cccc(Cl)c3)c(=O)[nH]c2=O)cc1	.	-4
CCCS(=O)(=O)N1CCCC(C(=O)NCCc2ccc(OC)c(OC)c2)C1 (configuration not stated)	100	-12
COc1ccc(C2CC(=O)C3=C(C2)Nc2ccccc2NC3c2ccc(SC)cc2)cc1OC (configuration not stated)	.	5
COc1cccc(-c2nc(CS(=O)CC(=O)NCCCOC(C)C)c(C)o2)c1 (configuration not stated)	97	-3
CCOC(=O)Cc1csc(NC(=O)COc2ccc(OC)cc2)n1	94	-7
COc1ccc(NC(=O)c2ccco2)cc1N	101	-7
NC(N)=[N+]1CCc2ccccc2C1	100	.
Cc1ccc(N(C(=O)c2ccc3c(c2)OCO3)C2C=CS(=O)(=O)C2)cc1 (configuration not stated)	85	0
c1ccc2c(c1)[nH]c1c(N3CCSCC3)ncnc12	100	6
O=C(O)CN(c1ccccc1F)S(=O)(=O)c1ccccc1	.	3
CC(=O)c1cccc(Nc2nc(-c3ccc(Br)cc3)cs2)c1	.	-4
O=C(Nc1ccc([N+](=O)[O-])cn1)c1cc(-c2ccc(Cl)c(Cl)c2)nc2ccccc12	.	-3
CC(C)Oc1ccc(/C=N/N=C/c2ccc(OC(C)C)cc2)cc1	.	-4
CCn1c(COc2ccccc2)nnc1SCC(=O)Nc1cc(OC)ccc1OC	123	10
CC(C)(C)OC(=O)N1CCOCCOCCN(C(=O)OC(C)(C)C)CCOCC1	112	10
CC(=O)N1CCN(C(=O)CCc2c[nH]c3ccccc23)CC1	89	10
Cc1nc2sc3ccccc3c2s1	122	.
O=C(NCc1ccccn1)c1ccc(Cl)cc1Cl	106	4
Cc1cc(/C=C2\C(=O)NC(=O)N(c3cccc(F)c3)C2=O)c(C)n1C	.	4
Cc1cc(NC(=O)c2cnn3cccnc23)n(-c2ccccc2)n1	153	6
CCOc1cc(/C=N/Nc2nncn2N)cc(I)c1O	.	-8
CN1C(=O)c2c(sc3c2CCCC3)NC1c1ccccc1O (configuration not stated)	.	7
COc1ccccc1C(=O)Nc1ccc2c(c1)Cc1ccccc1-2	.	9
Cc1ccc(C(C)C)c(OCCNC(=O)Cc2cccc3ccccc23)c1	.	5
O=C1c2ccccc2-c2onc3c(Cl)cc(Sc4ccccc4)c1c23	.	-1
CCCCOc1ccc(NC(=O)CN2CCN(C(=O)OCC)CC2)cc1	96	2
Cc1cc(C)cc(-c2nnc(SCC(=O)NCc3cccs3)o2)c1	104	1
COc1cc(C(=O)N2CCN(C(=O)CCC3CCCC3)CC2)cc(OC)c1OC	54	.
COc1ccc(N2C(=O)CC(Cc3ccccc3)C2=O)cc1 (configuration not stated)	112	-3
O=C(O)c1ccccc1C(=O)OCc1ccccc1	.	-8
CN1CCN(c2cc(=O)n(-c3ccc(Cl)cc3)c(=O)[nH]2)CC1	98	0
O=C(N/N=C\c1cc(Cl)cc([N+](=O)[O-])c1O)c1ccc(Br)cc1	.	65*
Fc1ccc(-c2nn3c(C4COc5ccccc5O4)nnc3s2)cc1 (configuration not stated)	101	0
O=C(NC1CCCc2ccccc21)C1CCN(S(=O)(=O)N2CCCCCC2)CC1 (configuration not stated)	103	0
CC(C)(C)c1cc(C(C)(C)C)c2nc(-c3ccccc3O)oc2c1O	80	-13
Cc1cccc(-c2nnc(NC(=O)Nc3ccc(Cl)c(Cl)c3)s2)c1	.	1
COc1ccc(NC(=O)CSc2nnc(CN3CCOCC3)n2-c2ccccc2)cc1Cl	55	-1
CC1(C)CC(=O)c2c(O)cc(O)cc2O1	87	1
Cc1cn([C@H]2C[C@@H](N=[N+]=[N-])[C@@H](CO)O2)c(=O)[nH]c1=O	95	.
CC(C)c1cc(C(C)C)c(S(=O)(=O)N2CCNCC2)c(C(C)C)c1	.	-4
CC1=C(C(=O)Nc2ccccc2)C(c2ccccc2F)NC(=S)N1 (configuration not stated)	.	10
O=C(/C=C/c1ccccc1)c1cccc(N2C(=O)C3C4C=CC(C4)C3C2=O)c1 (configuration not stated)	.	-10
S=C(NCCSCc1ccccc1Cl)Nc1ccccc1	.	4
COc1ccc(OCc2ccc(C(=O)Nc3ccccc3C(=O)O)cc2)cc1	.	-4
CCOC(=O)c1nnn(-c2nonc2-n2cccc2)c1CN1CCC(C)CC1	82	0
COC(=O)c1ccccc1NC(=O)c1cnn2c(C(F)F)cc(C3CC3)nc12	112	0
COc1cc(NS(=O)(=O)c2ccc(NC(=O)c3ccccc3I)cc2)nc(OC)n1	99	.
CCOC(=O)c1[nH]c(=O)[nH]c1COC(=O)c1cc2ccccc2o1	92	0

4 of the entries above in order of the HePTP inhibitor value, largest number first.
SMILES	BAP1 inh	HePTP inhibitor
O=C(N/N=C\c1cc(Cl)cc([N+](=O)[O-])c1O)c1ccc(Br)cc1	.	65*
CN1CCN(c2cc(=O)n(-c3ccc(Cl)cc3)c(=O)[nH]2)CC1	98	0
O=C(O)c1ccccc1C(=O)OCc1ccccc1	.	-8
CC(C)(C)c1cc(C(C)(C)C)c2nc(-c3ccccc3O)oc2c1O	80	-13

Additional compounds:
SMILES	BAP1 inh	HePTP inhibitor
CCOC(=O)c1c(C)[nH]c(C(=O)COC(=O)c2cnc(C)cn2)c1C	86	1
CCOC(=O)N1CCC(NC(=O)Cn2c3c(c(-c4ccccc4Cl)cc2=O)CCC3)CC1	94	17
Cc1c(C(=O)OCC(=O)c2ccc3c(c2)OCCO3)oc2ccccc12	.	-2
CCCCN(C(=O)NC(=O)C1=C(N2CCOCC2)/C(=C/c2ccccc2)CC1)S(C)(=O)=O	.	2
Clc1ccccc1Nc1ncnc2c1nnn2Cc1ccccc1	96	3
Oc1ccc(CNc2ccc(F)cc2)c2cccnc12	81	4
COc1ccc(Cl)cc1NC(=O)C1CC(=O)N(c2ccc(F)cc2)C1 (configuration not stated)	169	2
COc1cccc(-c2nnc(NC(=O)C3CCCCC3)o2)c1	99	2
O=C(/C=C/c1cc(Br)cs1)Nc1cccc2ncccc12	.	-8
Nc1ncnc2c1ncn2C1CCC(CO)C(O)C1 (configuration not stated)	.	9
CC(=O)Nc1ccc(S(=O)(=O)Nc2ccc(S(=O)(=O)N3CCCCC3)cc2)cc1	.	5
COc1cccc(C(=O)Oc2ccc3c(C)cc(=O)oc3c2)c1	.	7
O=C(CSc1nc(-c2ccco2)cc(C(F)(F)F)n1)Nc1ccc2c(c1)OCO2	90	.
COc1ccc(NS(=O)(=O)c2ccc(OC)c(OC)c2)cc1OC	91	-4&6
O=C(CN1CCN(c2ccccc2)CC1)Nc1nccs1	149	2
O=C(NCc1ccc(Cl)cc1)c1cc2c(nc3sccn32)s1	.	6
O=C(N/N=C/c1cccc([N+](=O)[O-])c1)c1cc(C2CC2)[nH]n1	.	2
CCOC(=O)C(NC(C)=O)(Nc1ccc(S(=O)(=O)Nc2cc(C)nc(C)n2)cc1)C(F)(F)F (configuration not stated)	107	5
NC(=O)c1nsc(C(=O)N(CC(=O)NCc2ccc3c(c2)OCO3)C2CCCCC2)c1N	.	-1
COC(=O)CSc1nnc(-c2ccco2)n1-c1ccc(C)cc1	103	2
Cc1cc(C)n2c3c(c(C#N)c2n1)CC(C)(C)OC3	90	7
COc1ccc(C(=O)C(OC(=O)CNC(=O)c2ccco2)c2ccccc2)cc1 (configuration not stated)	85	-5
O=C(Nc1ccc(Cl)cc1)c1cc2ccccc2cc1O	.	7
CC(=O)Nc1ccc(C2=N/C(=C/c3ccc(Br)cc3)C(=O)O2)cc1	.	5
O=C(Cn1c(=O)n(CC(=O)NCc2ccccc2)c2ccccc21)NCc1ccccc1	.	8
COC(=O)c1c(-c2ccc(OC)cc2OC)csc1N	.	-2
O=C(NN1CCOCC1)c1cc(-c2ccccc2)nc2ccccc12	.	-8

Source: PubChem BioAssay (several laboratories)
